# Bioassay records: PubChem BioAssay, several laboratories
# KRASV12 cytotoxicity = cytotoxicity in KRAS-transformed pancreatic duct cells, primary screen, cell-based, fluorescence, HTS (AID 431); HPDE-C7K KRASV12 cells, Alamar Blue viability, 48 h; higher % means a stronger effect; cytotoxicity, % at 10 µM; hits with a dose series show EC50 in µM; hit rate 1.7% among 63,000;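 active = compounds whose percent cytotoxicity in the single-dose primary screen, scaled between solvent and toxic-drug controls, exceeds 50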;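 note: 0% = DMSO solvent wells and 100% = doxorubicin-treated wells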
# PMK inhibit = blocks S. pneumoniae phosphomevalonate kinase; inhibition, % at 10 µM; purified PMK, PK/LDH-coupled NADH absorbance 340 nm; hit rate 0.49% among 65,000;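 active = top-ranked compounds by inhibition in the single 10 µM screen, taking a fixed number of the strongest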;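 note: 0% = full reaction with DMSO carrier and 100% = background rate without enzyme reaction; no value below 0 was filed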
# DPM-DC inhibit = blocks S. pneumoniae diphosphomevalonate decarboxylase; purified DPM-DC, PK/LDH coupled NADH fluorescence; AID 556; calls only at 10 µM; hit rate 0.49% among 65,000;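 active = the 320 compounds with the highest percent inhibition in the single-dose primary screen, excluding strongly autofluorescent ones, cut at about 32% in these data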;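 note: kinetic rate of NADH fluorescence loss reporting ADP formed by the decarboxylase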
# HPDE-C7 cytotoxicity = cytotoxicity in HPDE-C7 cells, cell-based, fluorescence, HTS (AID 430); HPDE-C7 pancreatic duct cells viability, fluorescence; higher % means a stronger effect; cytotoxicity, % at 10 µM, or EC50 in µM where a hit was titrated; hit rate 1.8% among 63,000;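 note: cells exposed to compound for 48 hours before viability readout; 0% = vehicle and 100% = reference cytotoxic drug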
# HT1080 cytotoxicity = cytotoxicity in HT1080 fibrosarcoma cells, cell-based, fluorescence readout (AID 620) | HT1080 viability, fluorescence; higher % means a stronger effect | one-dose cytotoxicity, % at 10 µM; EC50 in µM for titrated hits | hit rate 0.42% among 87,000;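 note: cells exposed to compound overnight then 4 h with Alamar Blue; 0% = vehicle DMSO and 100% = killing control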
# LYP inhibition = LYP phosphatase inhibitors, primary screen, biochemical, DiFMUP fluorescence, recombinant catalytic domain, 10 µM (AID 606); recombinant LYP catalytic domain, DiFMUP fluorescence; higher % means a stronger effect; inhibition, % at 10 µM, or IC50 in µM where a hit was titrated; 52,000 tested, under 10 active;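 active = IC50 under 40 µM in the dose-response test; inactive = IC50 of 40 µM or more, or never dose-tested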
# TNAP inhibition = inhibition of tissue-nonspecific alkaline phosphatase – biochemical, luminescent (AID 518); purified TNAP enzyme, luminescent substrate readout; higher % means a stronger effect; inhibition, % at 20 µM, or IC50 in µM where a hit was titrated; hit rate 0.09% among 64,000; in the data active = a potency from the dose series; inactive = the rest, 99 in 100 with inhibition below about 22%;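 note: plate controls were vehicle for no effect and reference inhibitor for full effect; many of its hits are not listed in these tables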
# MK inhibit = inhibitors of Streptococcus pneumoniae mevalonate kinase; purified MK, PK/LDH-coupled NADH absorbance 340 nm; inhibition, % at 10 µM; hit rate 0.48% among 65,000; AID 555;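 active = ranked among the strongest by inhibition in the single 10 µM screen, a fixed top-ranked set picked for dose follow-up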; note: no value below 0 was filed
# Bfl-1 inhibitors = Bfl-1 inhibitors, primary screen, biochemical, fluorescence polarization, FITC-Bid, mouse (AID 432). FITC-Bid BH3 peptide fluorescence polarization displacement; higher % means a stronger effect. displacement, % at 20 µM, or IC50 in µM where a hit was titrated. hit rate 0.02% among 64,000; in the data active = a potency from the dose series; inactive = the rest, 99 in 100 with displacement below about 15%; note: strong numbers were not always called active
# PMK inhibit pilot replicates = further read-out of PMK inhibit, marked with its call; inhibition, %; measured here: pilot screen replicates
# MK inhibit pilot replicates = also measured in MK inhibit; calls as there; inhibition, %; measured here: pilot screen replicates
# DPM-DC inhibit pilot screen % = second read-out of DPM-DC inhibit, no call of its own (marks repeat the call); inhibition, %; measured here: pilot screen trials
# An asterisk follows results filed as active; i = inactive; nt = not tested or not shown. Cut-off read from the data, not from the text of the source, unless noted: active = cytotoxicity above about 50%; inactive = the rest. An excerpt. The share of hits here may be higher or lower than overall.
SMILES,KRASV12 cytotoxicity,PMK inhibit,DPM-DC inhibit,HPDE-C7 cytotoxicity,HT1080 cytotoxicity,LYP inhibition,TNAP inhibition,MK inhibit,Bfl-1 inhibitors,others
CC(C)C[C@H](NC(=O)[C@@H]1CCCN1C(=O)[C@@H](N)Cc1ccc(O)cc1)C(=O)NCC(N)=O,3%,0,i,-4%,1%,12%,18%,5,-5%,PMK inhibit pilot replicates=3.0;MK inhibit pilot replicates=0.0;DPM-DC inhibit pilot screen %=0.0
C[C@H]1CCCC(=O)CCC/C=C/c2cc(O)cc(O)c2C(=O)O1,4%,15,i,-9%,-1%,nt,21%,8,0%,PMK inhibit pilot replicates=0.0;MK inhibit pilot replicates=0.0;DPM-DC inhibit pilot screen %=2.0
O=C(c1ccc(CS(=O)(=O)c2ccccc2)o1)N1CCC2(CC1)OCCO2,-5%,11,i,-3%,4%,7%,9%,25,-1%,PMK inhibit pilot replicates=3.5;MK inhibit pilot replicates=5.0;DPM-DC inhibit pilot screen %=0.0
O=c1[nH]c(=O)n(C2CCCCCC2)c(O)c1C=NCC1CCCO1 (stereo not drawn),-15%,0,i,-14%,-11%,-8%,2%,0,-5%,
CCCCc1nc2ccccc2c(=O)n1-c1ccc(O)cc1,-12%,0,i,-5%,5%,-16%,12%,2,-7%,
FC(F)(F)C1=NC(C(F)(F)F)=NP(N2CCOCC2)(N2CCOCC2)=N1,-3%,9,i,-13%,2%,7%,9%,10,-14%,
O=C(CN1CCN(Cc2cccc(Cl)c2)C1=O)N1CCC2(CC1)OCCO2,0%,7,i,-7%,-2%,-3%,13%,7,-2%,PMK inhibit pilot replicates=0.0;MK inhibit pilot replicates=0.0;DPM-DC inhibit pilot screen %=0.0
O=C(Cc1ccc(Br)cc1)N1CCN(Cc2ccccc2)CC1,2%,0,i,14%,-5%,2%,3%,15,-6%,
COc1ccc(CNCC(=O)N2CCC3(CC2)OCCO3)cc1,-10%,10,i,-11%,0%,12%,17%,13,-2%,
CCOC(=O)c1c(N)n(Cc2ccco2)c2nc3ccccc3nc12,-14%,8,nt,-16%,6%,nt,2%,8,0%,
O=c1cccc2n1CC1CC2CN(c2ncnc3c2cnn3-c2ccccc2)C1 (stereo not drawn),nt,25,i,nt,8%,6%,13%,1,1%,
CCOC(=O)c1c(C)n(Cc2ccccc2)c2ccc(OCC(O)Cn3nc(C)nc3C)cc12 (stereo not drawn),15%,15,i,30%,5%,1%,1%,9,6%,
Cc1nnc(SCc2nc3ccccc3c(=O)n2-c2ccccc2Cl)n1N,-7%,0,i,3%,1%,-12%,3%,0,1%,
O=c1[nH]c(=O)n(-c2cccc(Cl)c2)c(O)c1/C=N/c1ccccn1,-22%,14,i,-28%,-3%,2%,10%,1,-7%,
COc1cccc(-c2cc(C(F)(F)F)n3nc(C(=O)N4CCC5(CC4)OCCO5)cc3n2)c1,-13%,0,i,-16%,-3%,7%,5%,10,-7%,
C#C[C@]1(O)CC[C@H]2[C@@H]3CCC4=CC(=O)CC[C@]4(C)[C@H]3CC[C@@]21C,5%,8,i,-10%,8%,16%,13%,5,-5%,PMK inhibit pilot replicates=4.5;MK inhibit pilot replicates=1.0;DPM-DC inhibit pilot screen %=5.5
CC(C)CC(NC(=O)C1CCCCC1)C(=O)N1CCC2(CC1)OCCO2 (stereo not drawn),-2%,8,i,-10%,-2%,-6%,-9%,15,-4%,
Cc1c(C(=O)N2CCC3(CC2)OCCO3)oc2ccccc12,-15%,2,i,-29%,0%,7%,8%,5,-6%,
O=C1C2CCCN2C(c2cccs2)N1c1ccccn1 (stereo not drawn),nt,14,i,nt,-5%,3%,2%,0,-11%,
O=C1NC(=O)N(C2CCCCC2)C(=O)C1C1c2ccccc2C(=O)N1Cc1ccccc1 (stereo not drawn),-29%,5,i,-25%,-6%,24%,5%,2,2%,
Cc1cccc(C2=NCC(=O)N(CC(=O)NCc3ccco3)c3sc4c(c32)CCCC4)c1,8%,17,i,21%,-3%,-4%,5%,10,0%,PMK inhibit pilot replicates=1.0;MK inhibit pilot replicates=1.5;DPM-DC inhibit pilot screen %=3.5
O=C(Cc1ccccc1)N1CCN(Cc2c[nH]c3ccccc23)CC1,-2%,4,i,2%,-12%,6%,7%,4,1%,
C=CCn1c(O)c(C(C)=NCc2cc(OC)cc(OC)c2)c(=O)[nH]c1=O,-7%,11,i,-1%,-8%,nt,7%,3,-6%,
CN(C)C1(c2nnnn2CCOC(=O)Nc2ccc(Cl)cc2)CCCCC1,-4%,15,i,-6%,-3%,8%,0%,5,3%,
CC(=NCC1CCCO1)c1c(O)n(-c2ccc(Cl)cc2)c(=O)[nH]c1=O (stereo not drawn),-16%,12,i,-18%,0%,nt,9%,6,-6%,
CCCSP1(=S)NCCCO1 (stereo not drawn),-1%,0,i,-7%,8%,-6%,12%,6,-2%,
CN1CCN(CCC(C#N)(c2ccccc2)c2ccccc2)CC1,-1%,0,i,10%,3%,8%,0%,7,-3%,
COc1ccc(C(CC(=O)N2CCC3(CC2)OCCO3)NS(=O)(=O)c2ccc(C)cc2)cc1 (stereo not drawn),1%,3,i,-9%,-2%,6%,10%,4,0%,
O=C(CN1CCN(Cc2ccc(Cl)cc2)C1=O)N1CCC2(CC1)OCCO2,-4%,10,i,-14%,nt,nt,8%,9,2%,
OC1(c2ccccc2F)CC2CCC(C1)N2CCN1CCOCC1 (stereo not drawn),-2%,3,i,6%,11%,-6%,7%,8,2%,
Cc1ccccc1-n1c(O)c(C=Nc2ccc3c(c2)OCO3)c(=O)[nH]c1=O,0%,2,i,-10%,-8%,nt,0%,4,11%,
COC1=CC(=O)OC(/C=C/c2ccccc2)C1 (stereo not drawn),-12%,4,i,10%,-4%,30%,6%,9,-6%,PMK inhibit pilot replicates=7.0;MK inhibit pilot replicates=1.0;DPM-DC inhibit pilot screen %=0.0
CC(C)N1CCC2(CC1)NC(CO)(CO)CO2,-2%,25,i,1%,3%,-6%,7%,0,-2%,
CN(C)CCN=Cc1c(O)n(C2CCCCCC2)c(=O)[nH]c1=O,13%,13,i,14%,-4%,13%,5%,7,-1%,
O=P(/C(=N/O)N1CCOCC1)(N1CCOCC1)N1CCOCC1,-14%,6,i,1%,2%,-5%,14%,12,8%,
COc1ccc(P2(=O)Nc3ccccc3N2)cc1,-4%,14,i,-1%,-10%,nt,15%,14,16%,
Cc1cccc(C)c1NC1=NCCCS1,-15%,9,i,-5%,3%,10%,6%,4,5%,
Cc1sc2ncn(CC(=O)N3CCC4(CC3)OCCO4)c(=O)c2c1C,7%,13,i,-11%,2%,3%,14%,2,-1%,
O=C(NCC(c1cccnc1)N1CCN(c2ccccc2F)CC1)Oc1ccccc1 (stereo not drawn),-5%,17,i,-6%,nt,nt,-3%,0,-4%,
O=C1NCCN2CCCC12 (stereo not drawn),25%,12,i,9%,8%,13%,16%,1,0%,
Cc1cc(OCC(=O)OC(C)C)c2c3c(c(=O)oc2c1)CCCC3,12%,0,i,0%,-7%,nt,8%,0,3%,
O=C(COc1ccc(Br)cc1)N1CCN(C2CCCC2)CC1,19%,2,i,7%,0%,-3%,2%,26,-6%,
O=c1[nH]c(=O)n(C2CCCCCC2)c(O)c1C=NCCCN1CCOCC1,-14%,7,i,2%,-7%,-8%,9%,6,7%,
CCN(CC)CCCC(C)N=C(c1ccccc1)c1c(O)n(C)c(=O)n(C)c1=O (stereo not drawn),11%,8,i,0%,-5%,-3%,7%,0,5%,
CN(C)c1ccc(CN2CC=C(c3ccc(F)cc3)CC2)cc1,5%,9,i,-3%,-11%,nt,11%,7,0%,
CC1(C)CC2(CCO1)NCCN1C(=O)CSC12 (stereo not drawn),-14%,1,i,-12%,-18%,nt,7%,6,-1%,
CC(C)CCNC(=O)c1c(N)n(CC2CCCO2)c2nc3ccccc3nc12 (stereo not drawn),14µM*,nt,nt,13µM*,-1%,nt,8%,nt,-8%,
CCOc1cccc(C2NCc3ccccc3-n3cccc32)c1O (stereo not drawn),7%,9,i,14%,35%,13%,9%,11,1%,
CCc1ccc(OCCCN=C(C)c2c(O)n(C)c(=O)n(C)c2=O)cc1,-9%,4,i,6%,11%,10%,5%,7,12%,PMK inhibit pilot replicates=1.5;MK inhibit pilot replicates=7.0;DPM-DC inhibit pilot screen %=0.0
Cc1nc2cc(C(F)(F)F)ccc2n1C1CCN(Cc2nnnn2Cc2cccs2)CC1,-10%,14,i,5%,2%,1%,12%,0,-1%,
CN1CCC(N(C)c2nc(-c3ccccc3)nc3ccccc23)CC1,38%,7,i,28%,9%,-8%,3%,12,2%,
O=C(c1cc(-c2cccnc2)nc2ccc(Cl)cc12)N1CCC2(CC1)OCCO2,8%,0,i,5%,6%,3%,11%,6,-2%,
O=C(C1CC(=O)N(C2CCCCC2)C1)N1CCC2(CC1)OCCO2 (stereo not drawn),-11%,7,i,-29%,-1%,nt,6%,9,-5%,
CCCCP(=O)(O)c1ccccc1,nt,7,i,nt,-1%,-15%,0%,5,3%,
CCOC(=O)c1c(C)n(Cc2ccccc2)c2ccc(OCC(O)CN3C(=O)CNC3=O)cc12 (stereo not drawn),33%,8,i,9%,nt,22%,3%,5,0%,
O=c1c2ccccc2nc(CN2CCCCCC2)n1-c1ccc(F)cc1,4%,9,i,-6%,0%,1%,17%,7,-10%,
O=C(NC1CC1)C1CSC(c2cccnc2)=N1 (stereo not drawn),-4%,7,i,-13%,-7%,0%,8%,0,2%,
O=C(Cc1ccccc1)Oc1ccccc1N1C(=O)CCC1=O,-2%,14,i,3%,3%,21%,8%,4,-1%,
CC(=O)Nc1ccccc1OC(=O)N(C)C,-6%,10,i,-13%,19%,5%,11%,6,-4%,
CCOP(=O)(C#CC(C)(C)C)C(O)(c1ccccc1)C(F)(F)F (stereo not drawn),nt,2,i,nt,7%,-1%,8%,5,-5%,
CC12CN3CC(c4ccccc4)(CN(C1)C31CCCCC1)C2=O,7%,0,i,3%,2%,5%,6%,8,-1%,
CCCC1(CCC)C(=O)NC(=NCc2ccccc2)NC1=O,13µM*,7,i,14µM*,20%,nt,6%,8,-12%,
CN(C(=O)Oc1cccc2cccnc12)c1ccccc1,5%,7,i,-10%,-5%,nt,10%,6,-9%,

# Pulled by compound from the list above:
SMILES,KRASV12 cytotoxicity,PMK inhibit,DPM-DC inhibit,HPDE-C7 cytotoxicity,HT1080 cytotoxicity,LYP inhibition,TNAP inhibition,MK inhibit,Bfl-1 inhibitors,others
CCCCP(=O)(O)c1ccccc1,nt,7,i,nt,-1%,-15%,0%,5,3%,
O=C(NC1CC1)C1CSC(c2cccnc2)=N1 (stereo not drawn),-4%,7,i,-13%,-7%,0%,8%,0,2%,
CN(C(=O)Oc1cccc2cccnc12)c1ccccc1,5%,7,i,-10%,-5%,nt,10%,6,-9%,
